AI-2 QS mod: Vibrio harveyi AI-2 quorum sensing modulators, primary screen, JMH597 strain, luminescence/OD600 ratio. Vibrio harveyi JMH597 AI-2 luminescence/OD600 ratio, 9 h; active compounds read low; strain lacks LuxN and CqsS sensors; 0 = neutral-control median. activity change, % at 7.5 µM. 300,000 tested, 0.4% active. AID 2094, 2009; in the data active means activity change below about -75%, passing the limit was not always enough;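 further: luminescence divided by OD600 gain over 9 h not by final OD600 alone; inactives centre near 13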
TRPC4 block: inhibitors of mouse TRPC4 channel, primary screen, Fluo4 calcium, HEK293 TRPC4beta/mu-opioid cells. Short transient receptor potential channel 4 (Mus musculus), Q9QUQ5. DAMGO-evoked Fluo4 calcium flux; active compounds read low. B-score at 10 µM. 300,000 tested, 0.39% active. AID 2247, 2010;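 active means B-score over 3 SD under the library average, no early fluorescence shift, positive overall ratio signal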
Target sequence (Q9QUQ5 whole entry, looked up): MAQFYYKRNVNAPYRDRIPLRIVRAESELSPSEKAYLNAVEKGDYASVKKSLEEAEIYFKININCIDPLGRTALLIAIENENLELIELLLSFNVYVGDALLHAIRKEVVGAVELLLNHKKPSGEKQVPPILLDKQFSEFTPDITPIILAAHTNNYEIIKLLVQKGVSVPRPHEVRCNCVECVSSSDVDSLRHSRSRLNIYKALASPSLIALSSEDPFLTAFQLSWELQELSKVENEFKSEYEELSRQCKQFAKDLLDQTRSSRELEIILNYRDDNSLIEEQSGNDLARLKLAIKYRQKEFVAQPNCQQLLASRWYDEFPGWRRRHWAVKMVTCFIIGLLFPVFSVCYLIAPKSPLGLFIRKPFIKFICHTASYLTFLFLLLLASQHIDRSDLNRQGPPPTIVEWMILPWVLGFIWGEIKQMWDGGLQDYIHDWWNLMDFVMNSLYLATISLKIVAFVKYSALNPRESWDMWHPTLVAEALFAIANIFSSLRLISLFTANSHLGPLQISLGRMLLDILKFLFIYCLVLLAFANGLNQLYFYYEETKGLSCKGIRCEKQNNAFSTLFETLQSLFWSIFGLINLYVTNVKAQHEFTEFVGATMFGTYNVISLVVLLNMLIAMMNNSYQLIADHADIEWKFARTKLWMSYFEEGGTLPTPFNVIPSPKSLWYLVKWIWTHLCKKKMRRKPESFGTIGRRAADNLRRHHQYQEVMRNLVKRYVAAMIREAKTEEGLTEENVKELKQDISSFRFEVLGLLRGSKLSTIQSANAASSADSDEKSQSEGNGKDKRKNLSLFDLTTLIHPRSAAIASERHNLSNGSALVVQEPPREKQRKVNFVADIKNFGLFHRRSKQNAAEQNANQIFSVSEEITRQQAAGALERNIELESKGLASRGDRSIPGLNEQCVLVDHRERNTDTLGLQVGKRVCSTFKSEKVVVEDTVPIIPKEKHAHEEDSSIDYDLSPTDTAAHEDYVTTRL
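material = TRPC4beta/mu-opioid receptor HEK293 cell line | probe or stimulus = sequential submaximal and maximal DAMGO stimulation | compound dosing = one concentration per compound | measured by = Fluo4 Ca2+ flux fluorescence | evaluation = integrated fluorescence ratio relative to baseline, converted to per-well B score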
HIF activator: HIF pathway transcriptional activators, primary screen, cell-based, U2OS HRE-luciferase, luminescence | U2OS HRE-luciferase reporter; normalized: DMSO 0%, desferrioxamine 100% | 300,000 tested, 0.32% active | AID 1910, 2009 | activation, % at 7.5 µM (by protocol);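 active means mean activation of at least 10% of the iron chelator positive control signal, with at least half of replicates also reaching 10%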
MrgX1 antagonist: antagonists of human MrgX1 receptor, primary screen, HEK293 cells, Fluo-4 calcium flux; Mas-related G-protein coupled receptor member X1 (Homo sapiens), Q96LB2; BAM8-22 antagonism; active compounds read low; B-score at 10 µM; 310,000 tested, 1.3% active; AID 588676, 2011;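 active means calcium-response B-score plate-corrected more than 3 library SD below zero, starting fluorescence within 5 deviations, no agonist response on first addition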;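 further: peak minus trough fluorescence over baseline after final BAM8-22 challenge near maximal dose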
MrgX1 agonist: agonists of human MrgX1 receptor, primary screen, HEK293 cells, Fluo-4 calcium flux; B-score at 10 µM; Mas-related G-protein coupled receptor member X1 (Homo sapiens), Q96LB2; Fluo-4 calcium fluorescence, agonist mode; active compounds read high; 310,000 tested, 0.44% active; AID 588627, 2011;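 active means calcium response B-score plate-corrected fluorescence ratio at least 3 library SD, with starting fluorescence B-score inside 5 SD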
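Material – MrgX1-expressing HEK293 cells · Input – 15,000 cells seeded per well · Dosing – compound as first of three additions · Times – overnight seeding, then 1 h dark dye loading · Measured by – kinetic Fluo-4 NW fluorescence of intracellular calcium · Read-out – B-scored fluorescence response ratio · Benchmarks – positive and negative control wells on each plate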
TRPC4 agonist: activators of mouse TRPC4 channel, primary screen, Fluo4 calcium, HEK293 TRPC4beta/mu-opioid cells; B-score at 10 µM; Fluo4 calcium fluorescence; active compounds read high; Short transient receptor potential channel 4 (Mus musculus), Q9QUQ5; 310,000 tested, 0.49% active;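 active means B-score above 5 SD of library B-scores, and initial fluorescence ratio not above library mean plus 5 SD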;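 further: positive B-score marks a calcium rise read as TRPC4 activation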
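Incubation: 45 min room-temperature Fluo4 loading, 110 s read / System: HEK293 cells stably co-expressing mouse TRPC4beta and mu-opioid receptor / Signal: Fluo4 fluorescence, kinetic / Control set: buffer (low) and maximal DAMGO (high) / Measure: integrated baseline-normalised fluorescence ratio, converted to per-well B score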
TRPC4 potent: positive allosteric modulators of TRPC4, primary screen, cell-based, mouse TRPC4beta, HEK293 mu-opioid, Fluo-4 calcium. Short transient receptor potential channel 4 (Mus musculus), Q9QUQ5. DAMGO EC20, Fluo-4 Ca2+ flux; active compounds read high. B-score at 10 µM. 310,000 tested, 0.42% active;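 active means B-score of calcium response area above 5 SD of library B-scores, with initial fluorescence ratio within 5 SD of library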;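 further: B-score of integrated fluorescence ratio over time as area under calcium response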
PolyA inh: polyadenylation inhibitors in yeast reporter cells, primary screen, luminescence, S. cerevisiae; 300,000 tested, 0.02% active; AID 1875, 2009; S. cerevisiae SKY197-pL101 polyadenylation reporter, beta-gal luminescence; efflux-impaired pdr1/pdr3 knockout yeast; score 100 = 6 SD above DMSO; calls only at 12 µM;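 active means lowest replicate activity score at least 50, where 100 means six control SD above control mean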;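 further: yeast exposed to compound for 9 h at 30 °C; higher score means more reporter readthrough which indicates perturbed polyadenylation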
TRPC6 inh: mouse TRPC6 channel inhibitors, primary screen, cell-based, HEK293, membrane potential dye. ACh-evoked depolarization; active compounds read low. B-score at 10 µM. 310,000 tested, 1.1% active. AID 2553, 2010;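 active means B-score under library mean minus 3 SD, initial fluorescence not abnormally high, positive integrated signal ratio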;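 further: B-score derived from integrated fluorescence ratio over the kinetic read; more negative B-score means stronger inhibition of depolarization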
MrgX1 allo act: positive allosteric modulators of MrgX1, primary screen, HEK293 cells, Fluo-4 calcium flux; Mas-related G-protein coupled receptor member X1 (Homo sapiens), Q96LB2; AID 588675, 2011; 310,000 tested, 0.63% active; B-score at 10 µM; FDSS; active compounds read high;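 active means plate-corrected calcium response at least 3 library SD above typical, normal starting fluorescence, not activating the receptor alone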;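 further: compound read alongside a low EC10 to EC30 dose of BAM8-22 agonist; peak minus trough fluorescence over baseline measured at the second addition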
TRPC6 act: mouse TRPC6 channel activators, primary screen, cell-based, HEK293, membrane potential dye; HEK293-TRPC6 membrane potential dye fluorescence; active compounds read high; 310,000 tested, 0.13% active; B-score at 10 µM; AID 2550, 2010; Short transient receptor potential channel 6 (Mus musculus), Q61143;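 active means B-score of the integrated fluorescence ratio above library mean plus 3 SD, and starting fluorescence ratio within library mean plus 5 SD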;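 further: higher score means more depolarization so channel activation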
Numbers without * were called inactive; i = inactive; / = no result given. Some of the compounds tested; count on the stated rates, not on these rows.

SMILES	AI-2 QS mod	TRPC4 block	HIF activator	MrgX1 antagonist	MrgX1 agonist	TRPC4 agonist	TRPC4 potent	PolyA inh	TRPC6 inh	MrgX1 allo act	TRPC6 act
Cc1ccc(N=C2NC(=O)/C(=C/c3cccn3C)S2)c(C)c1	23	i	-0.6	i	i	i	i	i	i	i	i
CCN(c1ccccc1)S(=O)(=O)c1ccc2c(c1)CCCN2C(C)=O	/	i	0.3	i	i	i	i	i	i	i	i
CCN1CCS/C1=C/C=C/C1=[N+](CC)CCS1	12	i	0.3	i	i	i	i	i	i	i	i
Cc1nc2ccccc2n2c(-c3ccccc3)c3c(=O)n(C)c(=O)n(C)c3c12	8	i	212*	i	i	i	i	i	i	i	i
Cn1cc(C(=O)N2CCN(c3cccc(Cl)c3)CC2)c(=O)c2cc(S(=O)(=O)N3CCOCC3)ccc21	9	i	-0.7	i	i	i	i	i	i	i	i
COc1cc(C(=O)NC(C)c2ccc(S(N)(=O)=O)cc2)ccc1OCC(=O)N1CCOCC1 (stereo not given)	5	i	0.0	i	i	i	i	i	i	i	i
Cn1ccc(C(=O)Nc2sc3c(c2C(N)=O)CCCCC3)n1	18	i	-0.4	i	i	i	i	i	i	i	i
CN(C)C(CNC(=O)CCNC(=O)c1ccc(Cl)cc1)c1ccco1 (stereo not given)	4	i	-0.4	i	i	i	i	i	i	i	i
CCC1Oc2ccccc2N(CC(=O)Nc2ccc(OC)cc2OC)C1=O (stereo not given)	26	i	0.1	i	i	i	i	i	i	i	i
COC(=O)C1(CCSC)NC(c2ccc(O)cc2)C2C(=O)N(c3ccc4c(c3)OCCO4)C(=O)C21 (stereo not given)	15	i	-0.6	i	i	i	i	i	i	i	i
O=[N+]([O-])c1ccc(C2=Nn3c(Cn4nnc5ccccc54)nnc3SC2)cc1	25	i	-1.0	i	i	i	i	i	i	i	i
CC1O[C@@H](O[C@H](C)CC/C=C/C(=O)O)C(O)C[C@H]1O (stereo not given in full)	20	i	-0.6	i	i	i	i	i	i	i	i
COc1ccc(CN2CCN(C(=O)CC(C)C)CC2)cc1OC	6	i	0.1	i	i	i	i	/	i	i	i
Cc1ccc(-n2c(C)cc(=O)cc2C)cc1[N+](=O)[O-]	6	i	-2.0	i	i	i	i	i	i	i	i
Nc1nnc(SCC(=O)OCC(=O)Nc2ccc(Br)cc2)s1	10	i	0.0	i	i	i	i	i	i	i	i
Cc1ccc(S(=O)(=O)N2CCC(C(=O)NC3CCCCC3C)CC2)cc1 (stereo not given)	14	i	0.0	i	i	i	i	i	i	i	i
O=C1CC2C(=O)NCCN2C(=NC(=O)c2ccc(Cl)cc2)N1 (stereo not given)	7	i	0.1	i	i	i	i	i	i	i	i
O=C(CC1CCCCC1)N=C1SC2CS(=O)(=O)CC2N1c1ccccc1 (stereo not given)	8	i	-0.5	i	i	i	i	i	i	i	i
CC(CCN1CCN(CCO)CC1)c1ccccc1 (stereo not given)	4	i	-0.2	i	i	i	i	i	i	i	i
Cc1ccc(S(=O)(=O)N2CCCC2C(=O)NC2CCCCC2)cc1 (stereo not given)	14	i	0.2	-14*	i	i	i	i	i	i	i
CN(C)CCCN(Cc1ccc2c(c1)OCO2)C(=O)NC1CCCCC1	8	i	0.5	i	i	i	i	i	i	i	i
Oc1ccc(-c2[nH]ncc2-c2ccc(Br)cc2)c(O)c1	99	i	-0.9	i	i	i	i	i	-5.3*	i	i
CCN1CCCC(NC(=O)c2cc([N+](=O)[O-])ccc2OC)C1 (stereo not given)	15	i	0.3	i	i	i	i	i	i	i	i
O=S(=O)(Nc1ccccc1Cl)c1ccc(NS(=O)(=O)c2cccs2)cc1	31	i	0.0	i	i	i	i	i	i	i	i
CCC(C)Sc1ccc([C@H]2N[C@@](Cc3ccccc3)(C(=O)OC)[C@H]3C(=O)N(CC)C(=O)[C@@H]23)cc1 (stereo not given in full)	7	i	0.3	i	i	i	i	i	i	i	i
COc1cccc(CN(C)C(=O)c2ccc(COc3ccc(Cl)cc3)cc2)c1OC	25	i	3.8	i	i	i	i	i	i	i	i
O=C(NCCCN1CCOCC1)c1cc(-c2ccccc2)nc2ccccc12	10	i	0.4	i	i	i	i	i	i	i	i
COc1ccc(C(CNC(=O)c2ccc(Br)o2)N2CCN(C)CC2)cc1 (stereo not given)	4	i	-0.7	i	i	i	i	i	i	i	i
CC(C)CCNC(=O)CN(C(=O)CCC(=O)Nc1nccs1)C1CCCCC1	23	i	-0.4	i	i	i	i	i	i	i	i
CCOc1ccccc1OCC(=O)NNC(=S)NC1CCCCC1	24	i	0.4	i	i	i	i	i	i	i	i
NC(=O)c1cc(S(=O)(=O)NCCCc2ccccc2)cs1	-2	i	0.3	i	i	i	i	i	i	i	i
COc1ccc(C(=O)/C=C/C(=O)N(CC(=O)NC2CCCCC2)Cc2cccs2)c(O)c1	29	i	-6.2	i	i	i	i	i	i	i	i
COc1ccc(CNC(=O)c2n[nH]c3ccccc23)cc1OC	-6	i	-0.2	i	i	i	i	i	i	i	i
COc1cccc(NC(=O)c2cccnn2)c1	43	i	-1.3	i	i	i	i	i	i	i	i
C=CCc1cc(/C=C/c2nc(O)c([N+](=O)[O-])c(=O)[nH]2)cc(OC)c1O	16	i	-0.3	i	i	i	i	i	i	i	i
O=C(Nc1ccccc1C(=O)N/N=C/c1ccncc1)c1ccccc1	12	i	1.5	i	i	i	i	i	i	i	i

Just TRPC6 act and MrgX1 antagonist, for 2 of the compounds above:
Molecule | TRPC6 act | MrgX1 antagonist
COc1cccc(NC(=O)c2cccnn2)c1 | i | i
O=C1CC2C(=O)NCCN2C(=NC(=O)c2ccc(Cl)cc2)N1 (stereo not given) | i | i

(next part)
SMILES	AI-2 QS mod	TRPC4 block	HIF activator	MrgX1 antagonist	MrgX1 agonist	TRPC4 agonist	TRPC4 potent	PolyA inh	TRPC6 inh	MrgX1 allo act	TRPC6 act
CC(=O)Nc1ccc(NC(=O)C23CC4CC(C2)CC(n2cnc(Br)n2)(C4)C3)cc1	25	i	-0.1	i	i	i	i	i	i	i	i
O=c1[nH]c(/C=C\c2ccc(O)c(O)c2)nc(O)c1[N+](=O)[O-]	11	i	-0.5	i	i	i	i	i	i	i	i
CSCCC(NC(=O)c1ccccc1Br)C(=O)NCC(C)(C)N1CCOCC1 (stereo not given)	5	i	-0.6	i	i	i	i	i	i	i	i
O=C(Nc1ccccc1N1CCCCC1)c1ccc2nccnc2c1	18	i	-1.0	i	i	i	i	i	i	7.2*	i
CCCn1c(O)c(N=N)c2ccccc21	12	i	-0.8	i	i	i	i	i	i	i	i
Cc1ccc2ncccc2c1NS(=O)(=O)c1ccccc1	20	i	-0.9	i	i	i	i	i	i	i	i
CCOC(=O)C1(CCC(C)C)CC(CSc2nc3ccccc3[nH]2)OC1=O (stereo not given)	6	i	0.0	i	i	i	i	i	i	i	i
Cc1ccc([N+](=O)[O-])cc1-c1[nH]c(-c2ccc(O)c(O)c2)nc1-c1ccccc1	49	i	-0.3	i	i	i	i	i	i	i	i
CC(=O)c1cccc(OCc2cc(C(=O)NC3CCN(Cc4ccccc4)CC3)no2)c1	19	i	0.7	i	i	i	i	i	i	i	i
O=c1oc2ccccc2c(Nc2cc3ccccc3cc2O)c1[N+](=O)[O-]	2	i	3.9	i	i	i	i	i	i	i	i
O=C(Nc1ccccc1N1CCCCC1)c1ccc(-c2cccc(Cl)c2)o1	20	i	-0.5	i	i	i	i	i	i	i	i
Fc1ccc(-c2nnn(Cc3ccc(F)cc3Cl)n2)cc1	-24	i	0.4	i	i	i	i	i	i	i	i
Cc1ccc(CNC(=O)C2CC(c3ccccc3[N+](=O)[O-])=NO2)o1 (stereo not given)	24	i	-0.1	i	i	i	i	i	i	i	i
Cc1ccc(NC(=O)c2ccc(Cn3cc(Cl)cn3)o2)c(C)c1	17	i	-0.3	i	i	i	i	i	i	i	i
Cc1nc2sc(-c3ccccc3)cc2c(=O)n1-n1cccc1	13	i	2.7	i	i	i	i	i	i	i	i
Cc1cccc(NC(=O)CSc2nnc(Cc3ccccc3)o2)c1	4	i	-0.1	i	i	i	i	i	i	i	i
CCOC(=O)c1ccc(N2C(=O)c3n[nH]c(C)c3C2c2ccccn2)cc1 (stereo not given)	-4	i	-0.2	i	i	i	i	/	i	i	i
CCOc1cc(C2c3c(oc4cc(C)c(Cl)cc4c3=O)C(=O)N2Cc2ccco2)ccc1O (stereo not given)	13	i	-2.9	i	i	i	i	i	i	i	i
O=S(=O)(Nc1nccs1)c1ccc2c(c1)OCCO2	5	i	-1.3	i	i	i	i	i	i	i	i
O=C(CCCCCNc1nc(=S)[nH]c2ccccc12)NCCc1c[nH]c2ccccc12	8	i	-1.2	i	i	i	i	i	i	i	i
COc1cccc(N2C(=NC(=O)CCc3ccccc3)SC3CS(=O)(=O)CC32)c1 (stereo not given)	11	i	-0.5	i	i	i	i	i	i	i	i
O=C(/C=C/c1ccc([N+](=O)[O-])cc1)NCCSc1ccccc1	13	i	-0.3	i	i	i	i	i	i	i	i
O=C(/C(=C(\O)c1ccccc1)c1ncc[nH]1)c1ccccc1	-14	i	-0.7	-9.7*	i	i	i	i	i	i	i

High-throughput results deposited in PubChem BioAssay by several laboratories.
